STAT3 activator = IL-6 driven STAT3 reporter potentiators, primary screen, U3A cells, luciferase, luminescence, MLSCN library. IL-6 STAT3-luciferase reporter; 100% = signal with IL-6 EC80 alone. activation (% of control), % at 5.6 µM. 0.91% of 190,000 active. AID 871, 2007;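 active means activation above the screen-wide mean of compound activation plus 3 SD, cut at about 130% in these data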;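 further: 0% = background luminescence of wells with medium and substrate only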
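Material: STAT3-luciferase reporter U3A cells. Controls: IL-6-treated wells, 100% activation. Read-out: % activation versus median of IL-6-stimulated wells. Probe or stimulus: IL-6 stimulus at 33 ng/mL final. Timing: compound 1 h, then IL-6 6 h at 37 °C. Signal: reporter luminescence signal.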
PPARg SRC2 recr = agonists of PPARg-SRC-2 recruitment, primary screen, biochemical, HTS; Peroxisome proliferator-activated receptor gamma (Homo sapiens), P37231; AID 1032, 2008; PPARgamma LBD-SRC-2 recruitment; activation, % at 8 µM; 0.34% of 200,000 active; in the data active means activation above about 22%;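 further: 0% = vehicle and 100% = reference agonist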
Target sequence (P37231 whole entry, looked up, the tested form may be a part): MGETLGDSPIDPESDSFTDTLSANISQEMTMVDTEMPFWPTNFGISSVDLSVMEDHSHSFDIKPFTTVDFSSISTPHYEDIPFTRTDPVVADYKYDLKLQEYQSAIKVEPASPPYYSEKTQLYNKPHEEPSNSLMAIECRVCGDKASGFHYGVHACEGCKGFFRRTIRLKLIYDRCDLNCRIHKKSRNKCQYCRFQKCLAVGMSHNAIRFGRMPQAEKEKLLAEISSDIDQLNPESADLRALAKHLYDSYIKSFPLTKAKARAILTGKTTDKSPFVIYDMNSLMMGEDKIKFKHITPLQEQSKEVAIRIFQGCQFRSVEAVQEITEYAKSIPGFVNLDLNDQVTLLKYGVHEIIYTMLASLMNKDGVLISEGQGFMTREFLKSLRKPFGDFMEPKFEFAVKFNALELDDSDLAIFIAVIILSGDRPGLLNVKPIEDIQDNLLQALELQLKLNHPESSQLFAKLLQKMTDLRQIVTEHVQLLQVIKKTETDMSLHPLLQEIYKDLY
TNAP act hi DEA = TNAP activators at high phosphate acceptor level, primary screen, biochemical, luminescence, uHTS; Alkaline phosphatase, tissue-nonspecific isozyme (Homo sapiens), P05186; purified TNAP, CDP-star luminescence, 1 M DEA, 30 min; active compounds read high; 0 = EDTA background, 1 = DMSO-only activity; activation factor at 20 µM; 200,000 tested, under 10 active; AID 1136, 2008;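 active means activation factor at least 2 at 20 µM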
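Control set: EDTA negative control, DMSO positive control / Assay system: human TNAP / Quantity: TNAP 1/800 final / Evaluation: TNAP activation factor scaled between EDTA and DMSO control wells / Measured by: luminescent substrate turnover signal / Compound dosing: one dose, 20 µM / Times: 30 min enzyme reaction at room temperature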
bIAP inhibitor = bovine intestinal alkaline phosphatase inhibitors, primary screen, selectivity assay for TNAP inhibitor project, biochemical, bovine IAP, CDP-star luminescence | 190,000 tested, under 10 active | inhibition, % at 20 µM | alkaline phosphatase, intestinal [Bos taurus] | purified bovine IAP, 30 min;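 active means over 50% inhibition of intestinal alkaline phosphatase at 20 µM in the single-dose screen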
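System: purified bovine intestinal alkaline phosphatase (IAP) enzyme; Input: IAP diluted 1/65,000,000 in the well; Measured by: CDP-star luminescence signal; Compound dosing: 20 µM single dose; Incubation: 30 min reaction at room temperature.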
PPARg SRC-1 ag = PPARgamma agonists recruiting SRC-1 coactivator, primary screen, biochemical. Peroxisome proliferator-activated receptor gamma (Homo sapiens), P37231. PPARgamma-SRC-1 coactivator recruitment biochemical assay. activation, % at 8 µM. 0.41% of 200,000 active. AID 631, 2007; in the data active means activation above about 19%;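 further: 0% = DMSO and 100% = reference agonist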
STAT1 inh = STAT1 signaling inhibitors, primary screen, cell-based, HTS, luciferase reporter. NIH 3T3 STAT1-luciferase reporter, IFN-gamma, luminescence. 0.35% of 200,000 active. AID 920, 2007. inhibition, % at 5.5 µM;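 active means inhibition above a set limit, the mean inhibition across all tested compounds plus 3 SD, cut at about 34% in these data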;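 further: 0% = IFN-gamma with DMSO and 100% = IFN-gamma with 300 µM nifuroxazide; values of inactives mirror those of a sister screen read the other way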
ROMK mod = ROMK potassium channel modulators, primary screen, cell-based, thallium flux, MLSMR library; ATP-sensitive inward rectifier potassium channel 1 (Homo sapiens), P48048; Tet-inducible ROMK, thallium flux fluorescence; actives lie on both sides; B-score at 10 µM; 2% of 130,000 active; AID 1918, 2009;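 active means signal ratio slope over the read window, or its plate-corrected B-score, at least 3 SD from the plate mean, either direction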;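 further: B-score of the F/F0 ratio slope over 7 to 12 s after thallium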
Target sequence (P48048 whole entry, looked up): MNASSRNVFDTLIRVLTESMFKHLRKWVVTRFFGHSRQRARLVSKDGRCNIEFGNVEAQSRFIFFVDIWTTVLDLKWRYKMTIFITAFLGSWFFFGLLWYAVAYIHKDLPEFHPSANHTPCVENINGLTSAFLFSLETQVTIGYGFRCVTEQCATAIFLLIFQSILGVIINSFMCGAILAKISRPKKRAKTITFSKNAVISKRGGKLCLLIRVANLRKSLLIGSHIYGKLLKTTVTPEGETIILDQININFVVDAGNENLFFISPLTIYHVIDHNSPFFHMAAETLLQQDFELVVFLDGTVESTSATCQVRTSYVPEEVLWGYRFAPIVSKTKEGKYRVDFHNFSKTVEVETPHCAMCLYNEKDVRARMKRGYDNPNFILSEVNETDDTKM
TR-FRET SRC-2 ct = TR-FRET signal artefacts, primary screen, artefact control for PPARgamma SRC-2 agonist project, biochemical. AID 1049, 2008. TR-FRET ratio at 8 µM. TR-FRET artefact counter-screen; active compounds read high. 0.4% of 200,000 active; in the data active means TR-FRET ratio above about 2000; further: inactives centre near 1500
bIAP act = bovine intestinal alkaline phosphatase activators, primary screen, biochemical, bovine IAP, CDP-star luminescence; alkaline phosphatase, intestinal [Bos taurus]; purified bovine IAP, 30 min; active compounds read high; fold of DMSO-control signal, blank-subtracted; activation factor at 20 µM; 0.17% of 200,000 active; AID 1016, 2008;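 active means activation factor of 2 or more at 20 µM, a signal rise over negative controls twice the positive control's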
STAT3 inh = IL-6 driven STAT3 reporter inhibitors, primary screen, U3A cells, luciferase, luminescence, MLSCN library. inhibition, % at 5.5 µM. IL-6 STAT3-luciferase reporter; host cell line lacks STAT1. AID 862, 2007. 0.89% of 190,000 active;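 active means inhibition above the mean inhibition across all screened compounds plus 3 SD, cut at about 44% in these data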;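 further: 0% = DMSO only wells and 100% = 100 µM nifuroxazide control wells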
PPARg SRC-3 ag = PPARgamma agonists recruiting SRC-3 coactivator, primary screen, biochemical | Peroxisome proliferator-activated receptor gamma (Homo sapiens), P37231 | biochemical PPARgamma/SRC-3 coactivator recruitment assay | activation, % at 8 µM | 0.26% of 200,000 active; in the data active means activation above about 23%;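 further: 0% = DMSO and 100% = reference agonist; some compounds past the cut are filed as inactive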
* hit, by the source's call.

Screening CCCC1CCC(C2=N/C(=C\c3ccc(OC)c(OC)c3)C(=O)O2)CC1 (centres undefined) returned STAT3 activator 103, PPARg SRC2 recr 3, TNAP act hi DEA 1.1, bIAP inhibitor 32, PPARg SRC-1 ag 3, STAT1 inh -5, ROMK mod -0.086, TR-FRET SRC-2 ct 1625, bIAP act 0.7, STAT3 inh 2 and PPARg SRC-3 ag -6.
`CCOC(=O)c1c(NC(=O)COc2ncnc3ccccc23)sc(C)c1CC` gave STAT3 activator 104, PPARg SRC2 recr 4, TNAP act hi DEA 1, bIAP inhibitor 24, PPARg SRC-1 ag 2, STAT1 inh -2, TR-FRET SRC-2 ct 1454, bIAP act 0.8, STAT3 inh 0 and PPARg SRC-3 ag 4.
O=C(C1CCN(C2CCN(C/C(Cl)=C/c3ccccc3)CC2)CC1)N1CCOCC1 was read as STAT3 activator 102, PPARg SRC2 recr 3, TNAP act hi DEA 1, bIAP inhibitor -14, PPARg SRC-1 ag 7, STAT1 inh -1, TR-FRET SRC-2 ct 1339, bIAP act 1.1, STAT3 inh 3 and PPARg SRC-3 ag 7.
Cc1cc(C)nc(-n2ncc3c2CC(c2ccccc2C)CC3=O)n1 (centres undefined) was read as STAT3 activator 108, PPARg SRC2 recr -2, TNAP act hi DEA 1, bIAP inhibitor 4, PPARg SRC-1 ag -1, STAT1 inh 5, TR-FRET SRC-2 ct 1461, bIAP act 1, STAT3 inh -5 and PPARg SRC-3 ag -4.
CCc1ccc(OCCNC(=O)c2ccc(S(=O)(=O)N(C)C)cc2)cc1 was read as STAT3 activator 103, PPARg SRC2 recr 11, TNAP act hi DEA 1, bIAP inhibitor 16, PPARg SRC-1 ag 6, STAT1 inh 5, ROMK mod -0.16, TR-FRET SRC-2 ct 1615, bIAP act 0.8, STAT3 inh -3 and PPARg SRC-3 ag 2.
For COC(=O)C(C)NC(=O)C1CCCN1S(=O)(=O)c1cc(C)c(Cl)cc1C (centres undefined) the results were STAT3 activator 99, PPARg SRC2 recr 5, TNAP act hi DEA 1.1, bIAP inhibitor 7, PPARg SRC-1 ag 12, STAT1 inh -4, TR-FRET SRC-2 ct 1746, bIAP act 0.9, STAT3 inh 4 and PPARg SRC-3 ag -6.
Screening O=C(O)CCCCCNc1ccc2nsnc2c1[N+](=O)[O-] returned STAT3 activator 94, PPARg SRC2 recr -7, TNAP act hi DEA 0.9, bIAP inhibitor 3, PPARg SRC-1 ag -5, STAT1 inh 16, TR-FRET SRC-2 ct 1389, bIAP act 1, STAT3 inh 6 and PPARg SRC-3 ag -1.
Screening CNc1nc(C)c(C(=O)c2ccc(Cl)cc2)s1 returned STAT3 activator 100, PPARg SRC2 recr 5, TNAP act hi DEA 1, bIAP inhibitor 10, PPARg SRC-1 ag -1, STAT1 inh -12, ROMK mod -1.7, TR-FRET SRC-2 ct 1501, bIAP act 0.9, STAT3 inh 1 and PPARg SRC-3 ag 7.
`COc1cc(NC(=O)c2cccc(Cl)c2)ccc1NC(=O)c1cccs1` gave STAT3 activator 79, PPARg SRC2 recr 0, TNAP act hi DEA 1, bIAP inhibitor 13, PPARg SRC-1 ag -1, STAT1 inh 13, ROMK mod -0.026, TR-FRET SRC-2 ct 1473, bIAP act 0.9, STAT3 inh 27 and PPARg SRC-3 ag 6.
CCOC(=O)COc1ccc2c(c1)C(=O)CC(C)(c1cccnc1)O2 (centres undefined) was read as STAT3 activator 102, PPARg SRC2 recr -4, TNAP act hi DEA 1, bIAP inhibitor -4, PPARg SRC-1 ag -5, STAT1 inh -2, ROMK mod 0.041, TR-FRET SRC-2 ct 1477, bIAP act 1, STAT3 inh 0 and PPARg SRC-3 ag -6.
COc1ccc(/C(C)=N/NC(=O)C2C3CCCCC32)c(OC)c1 (centres undefined) was read as STAT3 activator 101, PPARg SRC2 recr -1, TNAP act hi DEA 1, bIAP inhibitor 48, PPARg SRC-1 ag 9, STAT1 inh 3, ROMK mod -0.063, TR-FRET SRC-2 ct 1680, bIAP act 0.5, STAT3 inh -2 and PPARg SRC-3 ag 7.
For COC(=O)c1sccc1NC(=O)CSCC(=O)O the results were STAT3 activator 89, PPARg SRC2 recr 1, TNAP act hi DEA 1.1, bIAP inhibitor -6, PPARg SRC-1 ag 4, STAT1 inh 11, ROMK mod 1, TR-FRET SRC-2 ct 1583, bIAP act 1.1, STAT3 inh 17 and PPARg SRC-3 ag 8.
`Cc1cccc(NC(=O)C2CCN(S(=O)(=O)c3cccc4cccnc34)CC2)n1` gave STAT3 activator 93, PPARg SRC2 recr 8, TNAP act hi DEA 1.1, bIAP inhibitor -2, PPARg SRC-1 ag 0, STAT1 inh 2, TR-FRET SRC-2 ct 1557, bIAP act 1, STAT3 inh 14 and PPARg SRC-3 ag 8.
For Cc1sc(NC(=O)c2ccccc2)c(C(c2ccccn2)N2CCN(CCO)CC2)c1C (centres undefined) the results were STAT3 activator 107, PPARg SRC2 recr -1, TNAP act hi DEA 1, bIAP inhibitor 2, PPARg SRC-1 ag -5, STAT1 inh -1, TR-FRET SRC-2 ct 1647, bIAP act 1, STAT3 inh -6 and PPARg SRC-3 ag -2.
Screening Cc1ccc(NC(=O)c2cccs2)cc1[N+](=O)[O-] returned STAT3 activator 87, PPARg SRC2 recr -4, TNAP act hi DEA 1.1, bIAP inhibitor -2, PPARg SRC-1 ag -3, STAT1 inh -11, ROMK mod -0.23, TR-FRET SRC-2 ct 1432, bIAP act 1, STAT3 inh 18 and PPARg SRC-3 ag 2.
Screening O=c1c2c(nc3cc(-c4cccc(F)c4)[nH]n13)CCC2 returned STAT3 activator 80, PPARg SRC2 recr 6, TNAP act hi DEA 1, bIAP inhibitor -2, PPARg SRC-1 ag 0, STAT1 inh -32, ROMK mod -0.66, TR-FRET SRC-2 ct 1592, bIAP act 1, STAT3 inh 27 and PPARg SRC-3 ag 7.
Screening Cc1nn(C)cc1CN(C)C(=O)c1sc2cccc(Cl)c2c1Cl returned STAT3 activator 97, PPARg SRC2 recr 7, TNAP act hi DEA 1.1, bIAP inhibitor 0, PPARg SRC-1 ag 2, STAT1 inh 9, ROMK mod -2.3, TR-FRET SRC-2 ct 1695, bIAP act 1, STAT3 inh 8 and PPARg SRC-3 ag 5.
For CCCCNc1nc2c(c(=O)[nH]c(=O)n2C)n1CCOc1ccccc1 the results were STAT3 activator 95, PPARg SRC2 recr 5, TNAP act hi DEA 1.1, bIAP inhibitor 15, PPARg SRC-1 ag -7, STAT1 inh 0, TR-FRET SRC-2 ct 1546, bIAP act 0.8, STAT3 inh 10 and PPARg SRC-3 ag -2.
CN(C)c1ccc(/C=C(\C#N)C(=O)NCc2ccco2)cc1 was read as STAT3 activator 112, PPARg SRC2 recr -1, TNAP act hi DEA 0.9, bIAP inhibitor -12, PPARg SRC-1 ag 10, STAT1 inh -21, ROMK mod -1.7, TR-FRET SRC-2 ct 1499, bIAP act 1.1, STAT3 inh -9 and PPARg SRC-3 ag 0.
Nc1nc2n(n1)C(c1c(F)cccc1Cl)CC(c1ccc(F)cc1)N2 (centres undefined) was read as STAT3 activator 108, PPARg SRC2 recr 5, TNAP act hi DEA 1, bIAP inhibitor 20, PPARg SRC-1 ag 4, STAT1 inh 6, TR-FRET SRC-2 ct 1462, bIAP act 0.8, STAT3 inh -4 and PPARg SRC-3 ag 8.
Screening Cc1cccc(N2C(=S)NC3c4ccccc4OC2(C)C3C(=O)N(C)C)c1 (centres undefined) returned STAT3 activator 103, PPARg SRC2 recr -4, TNAP act hi DEA 1.1, bIAP inhibitor -12, PPARg SRC-1 ag -8, STAT1 inh 2, ROMK mod -4.4*, TR-FRET SRC-2 ct 1482, bIAP act 1.1, STAT3 inh 3 and PPARg SRC-3 ag -3.
Screening O=C(NNC(=O)c1ccccc1-c1ccccc1C(=O)O)c1ccccc1 returned STAT3 activator 104, PPARg SRC2 recr 1, TNAP act hi DEA 1.1, bIAP inhibitor 7, PPARg SRC-1 ag -6, STAT1 inh -4, ROMK mod 0.48, TR-FRET SRC-2 ct 1423, bIAP act 0.9, STAT3 inh -3 and PPARg SRC-3 ag -1.
CN(C(=O)COc1ccccc1)C1CCS(=O)(=O)C1 (centres undefined) was read as STAT3 activator 101, PPARg SRC2 recr -4, TNAP act hi DEA 1, bIAP inhibitor -24, PPARg SRC-1 ag -7, STAT1 inh 3, ROMK mod -0.33, TR-FRET SRC-2 ct 1460, bIAP act 1.2, STAT3 inh 5 and PPARg SRC-3 ag -2.
For Cc1ccc(C(=O)N/N=C\C=C\c2ccc(Br)cc2)cn1 the results were STAT3 activator 81, PPARg SRC2 recr 6, TNAP act hi DEA 1, bIAP inhibitor -2, PPARg SRC-1 ag 5, STAT1 inh -9, ROMK mod -0.0044, TR-FRET SRC-2 ct 1869, bIAP act 1, STAT3 inh 30 and PPARg SRC-3 ag 4.
CCOC(=O)c1c(C)[nH]c(C)c1C(=O)COC(=O)CNC(=O)c1ccc(OCC)cc1 was read as STAT3 activator 100, PPARg SRC2 recr 3, TNAP act hi DEA 1, bIAP inhibitor 9, PPARg SRC-1 ag 3, STAT1 inh 9, ROMK mod 0.82, TR-FRET SRC-2 ct 1523, bIAP act 0.9, STAT3 inh 4 and PPARg SRC-3 ag -3.
Screening NS(=O)(=O)c1ccc(CNC(=O)Cc2c(F)cccc2Cl)cc1 returned STAT3 activator 92, PPARg SRC2 recr -7, TNAP act hi DEA 1, bIAP inhibitor -1, PPARg SRC-1 ag -3, STAT1 inh 9, ROMK mod 0.35, TR-FRET SRC-2 ct 1626, bIAP act 1, STAT3 inh 17 and PPARg SRC-3 ag 5.
`N#Cc1c(N)sc2c1CCN(C(=O)OCc1ccccc1)C2` gave STAT3 activator 104, PPARg SRC2 recr -4, TNAP act hi DEA 1, bIAP inhibitor 17, PPARg SRC-1 ag 6, STAT1 inh -18, TR-FRET SRC-2 ct 1518, bIAP act 0.8, STAT3 inh -2 and PPARg SRC-3 ag 7.

From PubChem
